Assay outcomes from PubChem BioAssay.
All columns: NCI-60 one-dose screen, growth in % after 48 h at 10 µM unless noted; 100 = growth as untreated, 0 = no growth, -100 = all killed.
UACC-257 = UACC-257 melanoma | 78,000 tested, 4.4% active | AID 1794764
UACC-62 = UACC-62 melanoma; 81,000 tested, 5.4% active
HOP-62 = HOP-62 NSCLC; 80,000 tested, 3.9% active
HOP-92 = HOP-92 NSCLC cells | 71,000 tested, 6.3% active | AID 1794738
EKVX = EKVX NSCLC; 71,000 tested, 3% active
A549/ATCC = A549/ATCC NSCLC; 81,000 tested, 3.7% active
MALME-3M = MALME-3M melanoma; 78,000 tested, 5.8% active
M14 = M14 melanoma | 80,000 tested, 6.2% active | AID 1794745
An asterisk follows results filed as active; · = no result given; & = joins results of further samples. Rule for the calls: active = growth percent below 10; inactive = the rest. Compounds were not picked by outcome (roughly 10% active in at least one column).

The opening 15 records, to show the layout:
SMILES	UACC-257	UACC-62	HOP-62	HOP-92	EKVX	A549/ATCC	MALME-3M	M14
O=[N+]([O-])c1ccc2c(N=Nc3ccc4ccccc4c3O)c(O)cc(S(=O)(=O)O)c2c1	99	79	97	101	95	103	100	81
COc1ccc(S(=O)(=O)NNC(=O)CSc2nc3ccccc3c(=O)n2CCc2ccccn2)cc1OC	113	104	99	98	·	101	107	103
Cc1ccc(C2=Nn3c(nnc3-c3cc(Cl)cc(Cl)c3Cl)SC2)cc1C(N)=O	99	78	67	89	98	145	100	108
CC(C)(C)c1ccc(S(=O)(=O)N[C@H]2CC[C@H]3[C@@H]4CCc5cc(OS(=O)(=O)O)ccc5[C@H]4CC[C@]23C)cc1	68	62	·	·	·	32	42	54
O=C(O)/C=C/c1ccc(Cl)cc1Cl	102	94	99	89	100	97	95	101
CCOC1(OCC)OC(c2ccccc2)=C(C#N)C(/C=C\c2ccccc2)C1(OCC)OCC (stereo not drawn)	81	80	92	·	·	83	74	78
O=C(Nc1ccc(OS(=O)(=O)c2ccc(F)cc2)cc1)C1CCCCC1	·	76	94	95	79	88	85	81
O=C1C=CC(=O)N1c1ccc(Cl)cc1	96&112	103&104	115&108	93&107	109&111	96&107	109&131	114&107
O=[N+]([O-])c1ccc(/C=C\c2ccncc2)cc1	114	100	124	·	67	98	114	116
OCCCNc1nc(O)c(/C=C2\C=Nc3ccccc32)s1	94	90	91	·	98	91	108	98
Clc1ccc(C2=Nn3c(N/N=C/c4c[nH]c5ccccc45)nnc3SC2)cc1	97	94	89	88	92	87	102	101
O=C(O)CC/C(=N\NC(=O)c1ccncc1)c1ccc(Cl)cc1	114	100	103	·	79	108	106	109
O=C1c2ccc3c4c(ccc(c24)C(=O)N1CCCCO)C(=O)N(CCCCO)C3=O	-61*	80	84	16	·	46	-7.3*	23
O=C1OC(=O)C2C3C=CC(C3)C12 (stereo not drawn)	94&104&89	100&97&114	96&112&101	93&98&70	106&112	97&88&92	118&140&96	101&112&94
CC(C)(C)C(=O)OCc1ccccc1	102	103	93	106	103	99	90	96

This part in full (from the top)
SMILES	UACC-257	UACC-62	HOP-62	HOP-92	EKVX	A549/ATCC	MALME-3M	M14
O=[N+]([O-])c1ccc2c(N=Nc3ccc4ccccc4c3O)c(O)cc(S(=O)(=O)O)c2c1	99	79	97	101	95	103	100	81
COc1ccc(S(=O)(=O)NNC(=O)CSc2nc3ccccc3c(=O)n2CCc2ccccn2)cc1OC	113	104	99	98	·	101	107	103
Cc1ccc(C2=Nn3c(nnc3-c3cc(Cl)cc(Cl)c3Cl)SC2)cc1C(N)=O	99	78	67	89	98	145	100	108
CC(C)(C)c1ccc(S(=O)(=O)N[C@H]2CC[C@H]3[C@@H]4CCc5cc(OS(=O)(=O)O)ccc5[C@H]4CC[C@]23C)cc1	68	62	·	·	·	32	42	54
O=C(O)/C=C/c1ccc(Cl)cc1Cl	102	94	99	89	100	97	95	101
CCOC1(OCC)OC(c2ccccc2)=C(C#N)C(/C=C\c2ccccc2)C1(OCC)OCC (stereo not drawn)	81	80	92	·	·	83	74	78
O=C(Nc1ccc(OS(=O)(=O)c2ccc(F)cc2)cc1)C1CCCCC1	·	76	94	95	79	88	85	81
O=C1C=CC(=O)N1c1ccc(Cl)cc1	96&112	103&104	115&108	93&107	109&111	96&107	109&131	114&107
O=[N+]([O-])c1ccc(/C=C\c2ccncc2)cc1	114	100	124	·	67	98	114	116
OCCCNc1nc(O)c(/C=C2\C=Nc3ccccc32)s1	94	90	91	·	98	91	108	98
Clc1ccc(C2=Nn3c(N/N=C/c4c[nH]c5ccccc45)nnc3SC2)cc1	97	94	89	88	92	87	102	101
O=C(O)CC/C(=N\NC(=O)c1ccncc1)c1ccc(Cl)cc1	114	100	103	·	79	108	106	109
O=C1c2ccc3c4c(ccc(c24)C(=O)N1CCCCO)C(=O)N(CCCCO)C3=O	-61*	80	84	16	·	46	-7.3*	23
O=C1OC(=O)C2C3C=CC(C3)C12 (stereo not drawn)	94&104&89	100&97&114	96&112&101	93&98&70	106&112	97&88&92	118&140&96	101&112&94
CC(C)(C)C(=O)OCc1ccccc1	102	103	93	106	103	99	90	96
c1coc(-c2c3ccc(=[N+]4CCCCC4)cc-3oc3cc(N4CCCCC4)ccc23)c1	-75*	-81*	-81*	-68*	-66*	-58*	-72*	-94*
CCCCCN(Cc1ccccc1)CC(O)c1ccc(Cl)cc1 (stereo not drawn)	118	73	95	62	96	104	98	73
CC[C@H](C(=O)N1CCNC2=C(C(=O)N(C)C2(C)C)C1c1ccc(Cl)c(Cl)c1)c1ccccc1 (stereo partly drawn)	102	86	100	105	79	78	93	97
Cc1cc(N2CCOCC2)nc(-n2cnc3c(N)nc(N)nc32)n1	113	90	95	75	83	115	89	90
N#C/C(=C\c1ccc(Cl)cc1Cl)C(=O)Nc1cc(-c2ccccc2)nn1-c1ccccc1	92	68	94	59	93	101	93	95

Next section; the last 2 above are carried over.
SMILES	UACC-257	UACC-62	HOP-62	HOP-92	EKVX	A549/ATCC	MALME-3M	M14
Cc1cc(N2CCOCC2)nc(-n2cnc3c(N)nc(N)nc32)n1	113	90	95	75	83	115	89	90
N#C/C(=C\c1ccc(Cl)cc1Cl)C(=O)Nc1cc(-c2ccccc2)nn1-c1ccccc1	92	68	94	59	93	101	93	95
C/C(=N/Nc1c2ccccc2nc2ccccc12)c1ccccc1	105	93	102	99	103	102	126	103
COC(=O)c1cc2cc(-c3ccc(OC)cc3)cnc2[nH]1	51	24	50	0.2*	47	25	56	14
COc1ccc(S(=O)(=O)NCCCNc2nccc(-c3[nH]c(-c4ccccc4)nc3-c3ccc(Cl)c(OC)c3)n2)cc1	69	55	85	61	65	53	83	·
COc1cccc(-c2nc3occn3c2-c2ccnc(S(C)(=O)=O)n2)c1	100	95	94	103	90	103	88	102
COc1ccc(C2NCCc3c2[nH]c2ccccc32)cc1CN1CCN(c2ccc(F)cc2)CC1 (stereo not drawn)	-40*	13	63	-19*	·	64	·	-30*
COc1ccc2c(c1)O/C(=C\c1ccccc1O)C2=O	115	93	96	93	96	101	96	96
COc1ccc(C(=O)/C(=C/c2ccc(Cl)cc2)S(=O)(=O)c2ccc(C)cc2)cc1	91	100	109	98	·	92	102	104
CC(=O)N(C)c1ccc(O)cc1	89	97	101	87	104	111	123	·
O=c1c2c(=NCCCN3CCCC3)cc3c(=O)n(CCCN4CCCC4)c(=O)c4c(NCCCN5CCCC5)cc(c(O)n1CCCN1CCCC1)c2c4-3	-30*	-52*	-14*	0.4*	-17*	7.8*	·	-63*
COc1cc(/C=C/c2cc(/C=C/c3ccc(O)c(OC)c3)n(-c3cccc(Cl)c3)c(=S)n2)ccc1O	53	82	95	·	86	73	89	94
OCc1ncc(-c2ccc(C(F)(F)F)cc2)c(NC2CCCCCC2)n1	111	94	103	111	·	99	97	112
O=[N+]([O-])c1ccc(Nc2ccc(N=Cc3ccccc3O)cc2)c2nonc12	94	96	99	133	134	94	102	95
COc1ccccc1NC(=O)c1cccc(-c2cc(=O)c3c(O)c(OC)c(OC)cc3o2)c1	99	73	100	84	101	81	94	96
O=C1CCC(N2C(=O)c3cccc(NCCCCCCOc4ccc(Nc5nccc(Nc6ccccc6)n5)cc4)c3C2=O)C(=O)N1 (stereo not drawn)	73	71	84	84	77	82	77	88
O=C1C(c2cccc3ccccc23)=C(c2c[nH]c3ncccc23)C(=O)N1O	98	90	88	89	102	98	93	101
C=C(C)[C@@H]1CC[C@]2(COS(C)(=O)=O)CC[C@]3(C)[C@H](CC[C@@H]4[C@@]5(C)CCCNC(C)(C)[C@@H]5CC[C@]43C)[C@@H]12	107	75	101	76	89	54	97	84
CC(=O)/C=C/C1=C(C)CCC(=O)C1(C)C	105	97	99	92	105	106	112	99
CC(C)CSc1nc(N)nc2nc[nH]c12	89	82	92	105	98	97	96	90
Nc1[nH]c(=S)ncc1Oc1ccc(Cl)cc1Cl	96	103	103	95	108	105	99	100
O=C1NC(=O)C(Cn2cnc3ccccc32)C(=O)N1	102	97	95	117	99	99	107	100
C=CC[n+]1cccc2c3ccccc3ccc21	21	61	45	52	24	28	2.4*	66
COc1cc(C(=O)/C=C/c2cc(-c3ccc4c(c3)OCO4)n[nH]2)cc(OC)c1OC	77	56	-23*	73	·	29	69	81
Nc1ncnc2c1C(c1ccc([N+](=O)[O-])cc1)c1sc3c(F)cccc3c1O2 (stereo not drawn)	121	81	116	107	98	100	104	112
O=[N+]([O-])c1ccc2c(c1)COCO2	102	101	113	170	116	107	109	101
Cc1nn(-c2ccccc2)c(N)c1N=C1NC(=O)/C(=C/c2ccc(C(F)(F)F)cc2)S1	103	66	69	62	86	93	99	75
CCOc1ccc(C2N(c3cc(OC)c(OC)c(OC)c3)C(=O)C2(F)F)cc1 (stereo not drawn)	59	52	41	56	75	34	63	27
CCCCC[n+]1ccc(SCC(=O)N(C)Cc2ccccc2)c2ccccc21	102	97	109	102	105	98	97	·
NC(=S)NN=C1CCC(C2CCCCC2)CC1 (stereo not drawn)	67&66	88&80	111&113	92&96	83&79	99&94	91	85&92
Cc1cc(N2CCOCC2)nc(N(CCNc2ccnc3cc(Cl)ccc23)Cc2ccco2)n1	50	26	37	47	57	51	63	39
COc1ccc(N=Nc2c(N)nn3c(-c4ccc(OC)c(OC)c4)c(C#N)c(N)nc23)cc1	99	89	70	50	79	71	91	79
Oc1nc(NCc2ccco2)sc1C=NCc1ccco1	112	100	109	110	104	109	111	117
CC(CCc1ccccc1)NC(=O)c1n[nH]c(=O)c2ccccc12 (stereo not drawn)	·	94	92	61	105	96	116	104
CCC1CCCCN1C(=O)OCC(C)C (stereo not drawn)	101	105	108	129	90	101	100	89
S=C(N/N=C/c1ccc2ccc3cccc4ccc1c2c34)NC12CC3CC(CC(C3)C1)C2	114	102	112	·	·	99	101	110
COc1ccc(N=Nc2c(N)nn3c(-c4ccc(C)cc4)c(-c4nc5ccccc5s4)c(N)nc23)cc1	103&101	94&89	97&98	93&96	104&100	107&103	99&96	101&103
Brc1ccc2c3c(cccc13)CC2	101	103	90	·	96	99	113	·
Cc1cccnc1F	101	89	102	99	98	99	97	103
Cc1ccc(C(C)C)cc1OCCOCCCl	90	·	90	102	97	88	116	97
CCc1ccc(CCC(=O)Nc2ncc(Cc3ccc(Cl)cc3)s2)o1	57	33	31	70	37	30	46	8.8*
Cc1nn(-c2ccccc2)c2ncn(/N=C/c3cccc([N+](=O)[O-])c3)c(=N)c12	94	94	102	112	95	103	107	104
O=C1OC(=O)[C@H]2[C@@H]1[C@H]1C=C[C@@H]2OC1=O	122	86	108	109	100	102	112	110
CCOC(=O)C1=C(C)N=C2Sc3cc(Cl)ccc3N2C1c1ccccn1 (stereo not drawn)	·	83	84	82	91	76	114	94
NS(=O)(=O)c1ccc(CCN2C(=O)/C(=C\c3ccc(Cl)cc3)C=C2c2ccc(Oc3ccccc3)cc2)cc1	92	69	96	85	60	52	82	74
O=C1/C=C/[C@@H](O)[C@@H]2C[C@@H](O)C[C@H]2/C=C/CCC[C@@H](C(F)(F)F)O1	52	·	99	99	90	99	65	112
CCCOC(=O)c1ccc2c(c1)[N+](=O)C(C(=O)Nc1ccccc1)=C(C)[N+]2=O	90	84	100	86	·	85	76	99
O=C1Nc2ccc(Cl)cc2/C1=N/N=C/c1cccnc1	94	86	81	92	·	96	82	96
O=[N+]([O-])c1ccc(/C=C/c2ccc([N+](=O)[O-])cc2)cc1	103	83	101	·	·	88	110	105
Cc1ccc(-c2nc(/C=C3/C(=O)N(C)c4ccc(F)cc43)c3ccccn23)cc1	106	98	78	·	98	94	·	99
Cc1ccc2ccccc2c1Nc1ccc(Nc2c(C)ccc3ccccc23)c2c1C(=O)c1ccccc1C2=O	110	104	79	·	·	127	102	103
Cn1[nH]c(=O)ccc1=O	112	93	100	·	108	106	121	100
O=C([C@@H]1C[C@@H]1c1ccc(C(F)(F)F)cc1)N1CCN(C2CCOCC2)CC1	98	96	103	91	100	100	109	98
CCCCCC1CCCCN1C(=O)OCC(C)C (stereo not drawn)	101	86	98	137	96	87	83	86
Cc1cc(NC(=O)Nc2cccc(Cl)c2Cl)ccc1-n1ccc2c(NC(=O)c3ccccc3)nccc21	103	109	103	126	98	96	108	109
COc1ccc(/C=N/n2c(COc3ccccc3)nc3ccccc3c2=O)cc1OC	101	80	63	67	89	93	41	98
N#Cc1nc(-c2ccccc2)oc1S(=O)(=O)N1CCCCC1	94	96	110	56	76	99	-69*	-15*
CC(C)c1ccc(C2=C/C(=C\c3ccc(Br)cc3)C(=O)N2CCc2ccc(S(N)(=O)=O)cc2)cc1	103	92	109	120	91	97	96	111
COc1cc2c(cc1OC)-c1ccc3cc4c(cc3c1N(CCCN(C)C)C2)OCO4	35	44	38	9.0*	60	20	58	33
O=C1CCC(=O)N1CO	108	103	111	83	115	104	118	106
COc1c2c(cc3occc13)O/C(=C\c1ccccc1)C2=O	89	94	109	100	82	86	127	108
COc1ccc([C@H]2c3[nH]c4ccccc4c3C[C@H]3C(=O)N(CCCCCCC(=O)NO)CC(=O)N23)cc1OC	89	79	96	·	101	107	60	95
The list goes on.
SMILES	UACC-257	UACC-62	HOP-62	HOP-92	EKVX	A549/ATCC	MALME-3M	M14
COC(=O)C(C#N)=C1CCCC1	107	95	109	119	94	99	94	93
CCn1c2ccccc2c2cc(NC(=O)c3ccccc3-c3ccccc3C(=O)O)ccc21	107	113	107	102	95	104	119	113
COc1ccc2[nH]cc(-c3cc4nc(-c5cn(C)c6ncccc56)cc(N)n4n3)c2c1	73	86	20	-46*	55	-26*	-61*	-50*
Cc1ccccc1N1CCN(C(=S)c2ccc3c(c2)OCO3)CC1	98	89	109	86	113	94	94	105
Cn1nc(C(C)(C)C)cc1NC(=O)Cc1ccc(/C=C2\C(=O)Nc3ccccc32)cc1	41	41	74	60	49	58	58	57
CSc1nc(-c2cccc(NC(=O)/C=C/C(=O)O)c2)c(C#N)c(=O)n1C	110	100	102	106	103	108	117	102
Nc1nc(O)c(N)c(=O)[nH]1	92	104	98	97	·	101	·	101
CSc1nn2c(=O)c3ccccc3nc2s1	105	97	109	88	·	98	101	107
NC1=NC(c2ccccc2)N=C(Nc2nn[nH]n2)N1 (stereo not drawn)	97	92	104	89	93	97	93	101
